OX1R antag-1 = OX1R (human) antagonism | O43613 | OX1R-expressing cells, FRET antagonist read-out | inhibition, % at 6.6 µM | 330,000 compounds, 1.8% hits | AID 485270; in the data active = inhibition mostly above about 38%, no sharp cut-off; inactive = mostly below about 40%;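 also: 0% = agonist challenge alone and 100% = reference antagonist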
Target sequence (O43613 whole entry, looked up): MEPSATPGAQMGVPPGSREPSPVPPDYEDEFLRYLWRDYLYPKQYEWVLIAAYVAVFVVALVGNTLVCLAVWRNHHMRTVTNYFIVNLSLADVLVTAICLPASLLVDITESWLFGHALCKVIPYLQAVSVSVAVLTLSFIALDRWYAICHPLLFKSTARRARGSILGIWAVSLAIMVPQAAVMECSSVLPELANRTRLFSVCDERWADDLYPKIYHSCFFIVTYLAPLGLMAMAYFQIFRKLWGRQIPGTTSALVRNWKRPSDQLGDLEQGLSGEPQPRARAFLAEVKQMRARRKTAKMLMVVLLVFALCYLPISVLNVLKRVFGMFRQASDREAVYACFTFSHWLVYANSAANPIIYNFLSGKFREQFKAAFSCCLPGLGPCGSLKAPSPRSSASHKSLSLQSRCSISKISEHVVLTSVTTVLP
OX1R antag-2 = human HCRTR1 antagonism; O43613; CHO/OX1R cells, Fluo-8 calcium fluorescence, orexin A; inhibition, % at 5 µM; 330,000 compounds, 0.43% hits; AID 434989;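 active = inhibition above its plate's threshold, mean inhibition of all tested compounds on the plate plus 3 SD, cut at about 37% in these data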;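 also: 0% = orexin A challenge wells and 100% = SB-334867-A antagonist wells; not every result past the cut was called active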
* hit, by the source's call; & = joins results of further samples. Compounds were not picked by outcome; overall some 2% were active at least once.

OX1R antag-1,OX1R antag-2,SMILES
45,-14,O=C(c1ccc(S(=O)(=O)Cc2ccccc2F)c([N+](=O)[O-])c1)N1CCCC1
14,-16,N/C(=N\OC(=O)c1cccc(Cl)c1)c1cccnc1
63,-19,O=C(Nc1nccs1)c1cc2c(s1)CCCCC2
8,-17,S=C(Nc1ccc(Br)cc1Cl)NN1CCOCC1
6,-31,Cc1ccc(S(=O)(=O)N2CC3(C)CN(S(=O)(=O)c4ccc(C)cc4)CC(C)(C2)C3)cc1
6,-2,Cc1ccc(NC(=S)NC2CC3CCC(C2)N3Cc2ccco2)cc1C (configuration not stated)
19,-23,COc1ccc(OC)c(C(=O)COC(=O)c2c(OC)cccc2OC)c1
6,-15,O=C(Nc1nc(-c2ccc3c(c2)Cc2ccccc2-3)cs1)c1ccccc1
19,-23,O=C1C(Cl)=C(N2CCN(Cc3ccccc3)CC2)C(=O)N1Cc1ccccc1
10,-16,COc1cc(C)c(Br)cc1S(=O)(=O)N1CCOCC1
20,-17,O=C(CCN1CCN(C(=O)c2ccccc2)CC1)c1ccc(Br)cc1
20,-14,COCCCNC(=S)Nc1cccc2ncccc12
16,-1,Nc1ncnc2c1ncn2[C@@H]1O[C@H](CO)[C@@H](O)[C@H]1O
22,9,O=S(=O)(c1ccc(S(=O)(=O)N2CCCC2)cc1)N1CCCCC1
21,-29,COc1ccccc1C(=O)NC(C(=O)NCCc1nc2ccccc2[nH]1)=C(C)C

Carrying on:
OX1R antag-1,OX1R antag-2,SMILES
17,-28,Cc1cc(/C=C2/NC(=O)N(Cc3ccccc3F)C2=O)c(C)n1C(C)C
26,-27,COC(=O)c1c(NC(=O)Cc2ccccc2)sc2c1C(C(=O)OC)CC2 (configuration not stated)
3,-20,COc1ccc(C)cc1NC(=O)c1cc(S(=O)(=O)N2CCCC2)cn1C
2,-22,CCOc1ccc(C(=O)O[C@H]2[C@H](Cc3ccccc3)NS(=O)(=O)[C@H]3C[C@@H]4C=C[C@]23O4)cc1
13,-1,COc1ccc(CCNC(=O)c2ccc(NS(=O)(=O)c3ccc4[nH]c(=O)[nH]c4c3)cc2)cc1
19,-21,CSc1nnc(C)c(/C=C/Nc2ccc(Cl)cc2)n1
9,1,CN(C)S(=O)(=O)c1ccc(NC(=O)CN2CCN(C(c3ccccc3)c3ccccc3)CC2)cc1
11,-8,COc1ccc(/C(N)=N/OC(=O)c2cccc([N+](=O)[O-])c2C)cc1
4,-7,Cc1[nH]c(=O)[nH]c(=O)c1S(=O)(=O)Nc1ccc(S(N)(=O)=O)cc1
13,-6,Cc1noc(C)c1COC(=O)c1cc2ccccc2cc1O
12,-5,CCOC(=O)CCCNC(=O)CCNC(=O)c1ccc(OC(C)C)cc1
32,-28,Cc1ccc(NS(=O)(=O)c2cc(OCC(N)=O)c(C)cc2Cl)cc1C
24,-2,CN1CCCN(S(=O)(=O)c2ccc3ccccc3c2)CC1
2,-10,CC(Oc1ccccc1)C(=O)Nc1ccccc1O (configuration not stated)
9,-17,O=C(O)c1ccccc1SC1CC(=O)N(C2CCCCC2)C1=O (configuration not stated)

(list continues)
OX1R antag-1,OX1R antag-2,SMILES
19,-21,Cc1cc(S(=O)(=O)NCCC2=CCCCC2)ccc1Br
6,-23,Cc1cnc(NC(=O)CSc2nnc(Cc3ccccc3)n2C)s1
10,4,C=CCOc1ccc(CN(C)C(=O)c2ccc(CNS(=O)(=O)c3ccc(C)c(C)c3)cc2)cc1
26,-15,Cn1cccc1Cc1nnc(SCC(=O)NCc2ccc3c(c2)OCO3)n1CCc1ccccc1
4,-22,CCOC(=O)Cc1ccc(NC(=O)c2ccccc2Br)cc1
4,-22,c1ccc(CCc2cc3ccccc3[nH]2)cc1
6,-16,CC(/C=N/n1c(C2CCCCC2)n[nH]c1=S)=C\c1ccccc1
28,-35,CCC(=O)N1CCN(c2ccc(Cl)cc2NC(=O)c2ccc([N+](=O)[O-])o2)CC1
7,-23,O=C(CSc1ccc(-c2cccnc2)nn1)N1CCCc2ccccc21
16,-12,Cc1ccc(S(=O)(=O)N2CCCCC2)cc1NC(=O)Cn1cnnn1
12,-34,Cc1ccc(NCc2nnc(SCC(=O)N3CCc4ccccc43)n2C)cc1
30,-21,COCCCNCCCOc1ccc(C)cc1Br
27,-12,Cc1ccc(NS(=O)(=O)c2ccc(-c3cnc(C4CC4)o3)cc2)c(C)c1
19,-21,Cc1c(NC(=O)c2cc(-c3ccc(Cl)c(Cl)c3)on2)c(=O)n(-c2ccccc2)n1C
12,-5,CCOCC(O)CSCc1ccc(Cl)cc1 (configuration not stated)

Continued.
OX1R antag-1,OX1R antag-2,SMILES
9,-19,Cc1ccc(S(=O)(=O)N2CCOCC2)cc1NC(=O)COC(=O)Cc1ccc(Cl)cc1
53,6,NS(=O)(=O)c1ccc(CCNC(=O)COC(=O)/C=C/c2ccc(Cl)cc2)cc1
7,-13,C=CC[C@@H](CC(=O)NCCO)C(=O)NC[C@@H](OC(=O)[C@H](CC=C)CC(=O)OC(C)(C)C)c1ccccc1
2,-27,CC(O)CO (configuration not stated)
10,-17,CCOC(=O)C1CCCN(C(=O)CSCc2ccccc2)C1 (configuration not stated)
23,-5,CC1CCCCC1NC(=O)C1CC(=O)N(Cc2ccccc2)C1 (configuration not stated)
39,4,COc1ccc2sc3c(=O)[nH]c4ccccc4c3c2c1
-1,-19,Cc1cccc(C)c1NC(=O)C1CCN(C(=O)c2cccs2)CC1
10,-30,Cc1nn(-c2ccccc2)c(C)c1/C=C/C(=O)OC(C)C(=O)Nc1ncc(Cl)cc1Cl (configuration not stated)
8,-1,CCNc1nc(OC)nc(SCC(=O)Nc2ccccc2)n1
32,-5,O=C(Nc1cccc(C(F)(F)F)c1)c1cc2c(s1)-c1ccccc1OC2
3,-23,CCC[C@@H]1C[C@@]1(CCC)[C@@H](NP(=O)(c1ccccc1)c1ccccc1)c1ccc(C(=O)OC)cc1
15,-23,CCOc1nc(S(=O)(=O)c2ccc(C)cc2)c(Cl)s1
19,-3,Cc1ccc(C(=O)C(C)OC(=O)c2cc3cc([N+](=O)[O-])ccc3oc2=O)cc1 (configuration not stated)
16,5,CC(=O)c1ccc(N(CC(=O)NC2CCCC2)C(=O)c2ccc(C)s2)cc1

Random excerpt: five compounds from above, in no set order.
OX1R antag-1,OX1R antag-2,SMILES
53,6,NS(=O)(=O)c1ccc(CCNC(=O)COC(=O)/C=C/c2ccc(Cl)cc2)cc1
19,-3,Cc1ccc(C(=O)C(C)OC(=O)c2cc3cc([N+](=O)[O-])ccc3oc2=O)cc1 (configuration not stated)
10,-30,Cc1nn(-c2ccccc2)c(C)c1/C=C/C(=O)OC(C)C(=O)Nc1ncc(Cl)cc1Cl (configuration not stated)
10,-17,CCOC(=O)C1CCCN(C(=O)CSCc2ccccc2)C1 (configuration not stated)
3,-23,CCC[C@@H]1C[C@@]1(CCC)[C@@H](NP(=O)(c1ccccc1)c1ccccc1)c1ccc(C(=O)OC)cc1

(cont.)
OX1R antag-1,OX1R antag-2,SMILES
20,-13,Cc1ccccc1-n1c(=O)cc(N2CCC3(CC2)OCCO3)[nH]c1=O
12,-32,Cc1ccc(S(=O)(=O)N2CCN(S(=O)(=O)N3CCCCC3)CC2)c(C)c1
11,-3,CCN(c1ccccc1)S(=O)(=O)c1ccc(C(=O)Nc2ncccc2C)cc1
21,-8,CCc1ccc(CN2CCC(n3nccc3NC(=O)c3cccc(F)c3)CC2)cc1
14,4,COc1ccc(NC(=O)COc2cccnc2[N+](=O)[O-])cc1OC
9,-36,CCC(C(=O)NC(C)(C)C)N(Cc1ccco1)C(=O)Cn1nnc(-c2ccc(F)cc2)n1 (configuration not stated)
-6,-19,Cc1cc(NC(=O)COn2nnc3ccc(Cl)cc32)no1
16,-13,CC(C)(CO)NCc1cc(Br)ccc1OCc1ccccc1
13,-18,Cn1c(CNc2ccccn2)c(C#N)c2ccccc21
7,-33,O=C(Nc1cccc(S(=O)(=O)N2CCCCCC2)c1)C1CCN(C(=O)c2ccc(F)cc2)CC1
3,-12,O=C(COC(=O)Cc1c(F)cccc1Cl)NNC(=O)c1ccccc1
14,-14,NC(=O)C1CCN(CCC(=O)Nc2ccc(Br)cc2)CC1
74*,45*,COc1cccc(-c2csc(NC(=O)Nc3ccccc3)n2)c1
6,-12,CC(=O)NNc1ncnc2ccccc12
26,-18,CCOc1ccc(/C=C/C(=O)c2c(O)c3ccccc3oc2=O)cc1

(continued)
OX1R antag-1,OX1R antag-2,SMILES
10,-6,COc1ccc(NC(=O)Cn2nnc(C(=O)NCc3ccco3)c2N)cc1
12,-30,COc1ccc(CSCCc2n[nH]c(=S)n2-c2ccccc2)cc1
17,-11,Cc1occc1C(=O)NNC(=S)NC(=O)COc1ccc(Cl)cc1Cl
1,-7,CS(=O)(=O)N(CC(=O)N1CCCCCC1)c1ccc2c(c1)OCCO2
2,-26,O=C(Nc1cccnc1)c1cccc(-c2cc3ccccc3oc2=O)c1
36,-15,Nc1ccc(Nc2ccc([N+](=O)[O-])cc2[N+](=O)[O-])cc1
16,-7,Fc1ccc(CSc2nnc3ccccn23)c(Cl)c1
6,7,Cc1ccc(NC(=S)N(Cc2ccco2)C2CCN(C(C)C)CC2)cc1
6,3,O=C(CCCOc1ccc(Cl)cc1Cl)NCCCn1ccnc1
5,-11,Cn1c(=O)[nH]c(=O)c2c1nc(N/N=C/c1ccncc1)n2Cc1ccc(Cl)cc1
7,-15,COCCOC(=O)C1=C(C)NC2(O)c3ccccc3C(=O)C12O (configuration not stated)
14,-19,CCC1Oc2ccc(C)cc2N(CC(=O)NCCCN2CCCCC2CC)C1=O (configuration not stated)
13,-9,Cc1nc(NC(=O)/C=C/c2ccccc2)sc1C(=O)N(C)C
4,-16,COC(=O)C1CC(=O)c2ccsc2C1 (configuration not stated)
22,-6,CC(C(=O)Nc1ccccc1Br)N1c2cccc3cccc(c23)S1(=O)=O (configuration not stated)

Shown bar-delimited: part of the list above.
Molecule | OX1R antag-1 | OX1R antag-2
CCC1Oc2ccc(C)cc2N(CC(=O)NCCCN2CCCCC2CC)C1=O (configuration not stated) | 14 | -19
Cc1nc(NC(=O)/C=C/c2ccccc2)sc1C(=O)N(C)C | 13 | -9
COC(=O)C1CC(=O)c2ccsc2C1 (configuration not stated) | 4 | -16

Next records follow:
OX1R antag-1,OX1R antag-2,SMILES
5,-5,O=C(CNC(=O)c1ccc(Cl)cc1Cl)NCC1CCCO1 (configuration not stated)
28,4,O=C(Nc1ccc(F)cc1)C1CCCN(S(=O)(=O)c2cccc3nonc23)C1 (configuration not stated)
8,-21,O=C(c1ccc(Cl)cc1)N1CCN(c2ccc(F)cc2)CC1
30,-13,COc1ccc(Cn2c(=S)[nH]c3ccccc32)cc1
4,2,Cc1cc(=O)c(C(=O)O)nn1-c1ccc(Cl)cc1
10,-25,Cc1cc(=O)oc2cc(OCc3ccc(C(=O)N4CCN(c5ccccc5)CC4)cc3)ccc12
18,-22,COc1cc(NC(=S)NCCSc2ccc(C)cc2)cc(OC)c1
10,-35,CCOc1ccc(-n2cnc3scc(-c4ccc(OC)c(OC)c4)c3c2=O)cc1
11,-13,COc1ccccc1C(=O)N/C(=C\c1cn(C)c2ccccc12)C(=O)NCCCN1CCOCC1
22,-10,N#Cc1ccccc1COC(=O)c1ccc(Br)o1
16&21,-24&-37,O=C(c1ccc(COc2ccccc2Cl)o1)N1CCN(Cc2ccc3c(c2)OCO3)CC1
17,-8,CC1=NN(C(=O)c2ccc(Br)cc2)C(O)(C(F)(F)OC(F)(F)F)C1 (configuration not stated)
9,-33,Cc1cccn2c(CNCCSc3nccn3C)c(C(=O)N3CCCCC3)nc12
11,-12,Cc1ccc(S(=O)(=O)N2CCC(C(=O)OCc3ccccc3)CC2)cc1C
11,-17,CCc1ccc(NC(=O)Cn2nc(C)n3cccc3c2=O)cc1

Following part
OX1R antag-1,OX1R antag-2,SMILES
18,-25,CCOC(=O)CNC(=O)Cn1cnc2c(nnn2-c2ccc(C)cc2)c1=O
12,-5,CCc1ccccc1NC(=O)Cn1nnc(C(=O)NCc2cccs2)c1N
22,-21,Cc1ccc(C)c(S(=O)(=O)N2CCCC2CNC(=O)C(=O)NC2CCCCCC2)c1 (configuration not stated)
30,-21,COC(=O)c1ccc(CSc2nnc(Nc3ccc(OC)cc3)s2)o1
9,4,CCN1CCN(C(=O)C(C)N(c2ccc(C)cc2)S(C)(=O)=O)CC1 (configuration not stated)
9,-8,CCn1c2ccccc2c2cc(/C=N/n3c(C)nnc3C)ccc21
21,-7,Cc1[nH]nc2c1C(=O)CC(C)(C)C2
9,-8,COc1cccc(C(=O)NCc2ccccc2OC)c1
16,-15,O=C(Nc1ccccc1)N(CCc1ccncc1)C1CCCCC1
29,-10,COc1cc(/C=N/NC(=O)CCC(=O)NCc2ccccc2)cc(OC)c1OC
10,-12,Cn1cccc1CNC(=S)Nc1ccccc1F
3,-6,O=C(NCCCN1CCCC1)Nc1ccc(F)cc1
30,-10,Cc1ccccc1C(=O)NC1CCN(C(=O)Nc2ccccc2Cl)CC1
5,0,COc1cccc(/C=C/C(=O)OCC(=O)c2c(N)n(C)c(=O)n(C)c2=O)c1
40*,-8,CC(=O)Nc1ccc(NC(=O)CSCc2cnn(-c3ccccc3)c2-n2cccc2)cc1

Continued:
OX1R antag-1,OX1R antag-2,SMILES
1,-33,CCCCn1c(N)c(N(CCOC)C(=O)COC(=O)COc2cc(C)c(Cl)cc2C(C)C)c(=O)[nH]c1=O
31,-13,COc1ccc(CCNC(=S)N(C)C)cc1OC
7,-19,COc1ccc2[nH]c(-c3ccccc3)cc2c1
-3,-51,COc1cccc(C(=O)O/N=C(\N)c2ccccn2)c1OC
15,-20,COc1cc(NC(=O)CCc2nnc3ccc(N4CCCCC4)nn23)cc(OC)c1OC
19,-6,CN(CC(=O)Nc1ccccc1Cl)C(=O)COC(=O)C1CC1
17,-9,COc1cccc(C2C(C(=O)c3cccs3)=C(O)C(=O)N2CCN(C)C)c1OC (configuration not stated)
39,-46,O=C1CCN(Cc2ccccc2)CCN1[C@H](CSc1ccccc1)Cc1ccccc1
7,-15,NC1=NC2(CCCCC2)N=C(Nc2ccc(Br)cc2)N1
2,-13,c1coc(CNc2nc3ccccc3n2CCN2CCOCC2)c1
5,-4,CC(C)(C)c1ccc(C(=O)NCCC(=O)NNC(=O)COc2ccccc2F)cc1
